MBNL1 CUG block: inhibitors of human MBNL1 binding to CUG repeat RNA. Q9NR56. Potency, µM (series often up to 57.5 µM), without a hit: at the highest dose activity change, negative = inhibition, hits mostly inhibitors. TR-FRET MBNL1-His/biotin-(CUG)12 binding, 665/545 ratio. 280,000 tested, 0.036% active; active means well fitted inhibition curve with a large enough effect in the signal ratio, with a control signal flat, not every such curve was filed as active; inconclusive means small, poorly fitted or top-dose-only effect, or effect the other way, or a change in a side signal; inactive means no such curve, though single readings can be large or run the other way; the % refers to the signal ratio; further: potency means the concentration at half of the fitted maximal effect; on the % scale 0 is the no-effect control and ±100 the full control effect
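MBNL1-His + Biotin-(CUG)12, cpd titration 92 nM–58 uM; Tb anti-His Ab 0.055 ng/ul, SA-XL665 5 nM (final); 60 min RT; ratiometric 665/545 nm, Ex 340 nm; normalized to buffer and full-complex controls.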
A-T KAP1 phos: potential ataxia-telangiectasia treatments restoring KAP-1 phosphorylation. […] A-T fibroblasts, KAP-1 phosphorylation AlphaLISA; neocarzinostatin DNA damage 30 min before lysis. Potency, µM (highest dose often 57.5 µM), for the others: at the highest dose activation, usual class: activators. 320,000 tested, 0.19% active. AID 485349; further: potency means the concentration at half of the fitted maximal effect; % of control where 0% means no effect; nearly all actives have a fitted effect of over 45% in size
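ATM-like activity read as KAP-1 phosphorylation via AlphaLISA donor/acceptor antibody pairs after lysis and 6 hr at 25C. Cells were ATM-null patient fibroblasts ([…], hTERT), dosed 60 min, then exposed to the DSB inducer NCS for 30 min.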
KCNH2 WT inh: inhibitors of human wildtype KCNH2 potassium channel; 340,000 tested, 0.37% active; activity change, % at 1.84 µM; Q12809; U2OS, BacMam KCNH2, thallium flux FluxOr; hits give low values; AID 720551;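 active means maximum activity change below -70%; inconclusive means maximum activity change between -70% and -50%; inactive means maximum activity change above -50%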; further: on the % scale 0 is the no-effect control and ±100 the full control effect
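U2OS cells transduced with wild-type KCNH2 virus are loaded with FluxOr dye for 45 min, and thallium flux is measured in kinetic reads before and after stimulation buffer. Rate constants are normalized to DMSO controls.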
GALK inhibitor: galactokinase (human) inhibition | Potency, µM (titrated, usually from 57.5 µM), for inactives: at the top dose activity change, negative = inhibition, hits mostly inhibitors | 270,000 tested, 0.007% active | AID 1868 | Purified GALK, Kinase-Glo residual ATP luminescence; further: potency means the concentration at half of the fitted maximal effect; on the % scale 0 is the no-effect control and ±100 the full control effect
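ATP-depletion format; final 35 uM ATP, 100 uM D-galactose, 5 nM enzyme; pH 8.0 HEPES/Mg2+ buffer; 60 min RT; luminescence read 10 min after detection reagent.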
ASM inhibitor: inhibitors of human secretory acid sphingomyelinase. placental ASM, HMU-PC fluorogenic substrate, 60 min. 340,000 tested, 0.006% active. Potency, µM (top dose mostly 57.5 µM), for inactives: at the top dose activity change, negative = inhibition, usual class: inhibitors. P17405; further: potency means the concentration at half of the fitted maximal effect
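Fluorogenic HMU-PC substrate (9 uM final) is turned over by placental ASM in 60 min at 37 C after a 10 min compound preincubation. Reaction ended by alkaline stop (pH 10), with fluorescence read at 386/447 nm.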
MLL CXXC-DNA inh: blocks binding of human MLL CXXC domain to DNA | MLL-CXXC / FITC-HOXA9 DNA fluorescence polarization | 290,000 tested, 0.037% active | Q03164 | Potency, µM (highest dose often 115 µM), for inactives: top-dose activity change, negative = inhibition, usual class: inhibitors; active means well fitted inhibition curve with a large enough effect in the polarisation, with a control signal flat, not every such curve was filed as active; inconclusive means small, poorly fitted or top-dose-only effect, or effect the other way, or a change in a side signal; inactive means no such curve, though single readings can be large or run the other way; the % refers to the polarisation; further: potency means the concentration at half of the fitted maximal effect
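Purified MLL-CXXC (added from a 7 uM solution) was preincubated 5 min at ambient with pinned compounds in 50 mM Tris-HCl pH 7.5, 50 mM NaCl, 1 mM DTT, 0.05% BSA. Fluorescein-labeled HOX-A9 DNA (50 nM solution) followed, 30 min, then polarization read.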
KCNH2 3.1 block: KCNH2 3.1 (human) potassium channel inhibition | U2OS KCNH2 3.1, thallium flux FluxOr; hits give low values | activity change, % (tested at about 1.8 µM) | 340,000 tested, 0.95% active | AID 720553;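 active means maximum activity change below -70%; inconclusive means maximum activity change from -70% to -50%; inactive means maximum activity change above -50%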;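 further: thallium influx rate constant from kinetic fluorescence after stimulation buffer; on the % scale 0 is the no-effect control and ±100 the full control effect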
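Kinetic fluorescence (2 min after stimulation buffer) measures Tl+ influx through KCNH2 3.1 expressed by viral transduction in U2OS cells; the rate constant is normalized against DMSO controls serving as positive and negative references.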
FBPA coupling cs: inhibits coupling enzyme system, counter-screen for aldolase hits | activity change, negative = inhibition, % at 58.2 µM, hits read low | AID 2472 | coupling enzyme system counterscreen, AmpLite Red fluorescence | 290,000 tested, 0.67% active; in the data active means activity change below about -30%; further: on the % scale 0 is the no-effect control and ±100 the full control effect
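Final compound at 57.5 uM, incubated 10 min at RT with coupling enzyme reagent (glyceraldehyde-3-phosphate), then 20 min with substrate and AmpLite Red detection. Fluorescence read at 525/598 nm; tests interference with the coupling assay, not aldolase inhibition.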
TRPV1 ag: human TRPV1 agonism. Q8NER1. activation, % at 8.33 µM. 320,000 tested, 0.19% active. TRPV1-expressing cells, Fluo-8 calcium influx, agonist mode. AID 540275; in the data active means activation above about 80%; inconclusive means between about 30% and that limit; further: 0% is about no effect
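Fluo-8 calcium influx in TRPV1-expressing cells, kinetic read (ex 480/em 520 nm). Compound added and read 3 min for agonist activity, followed by capsaicin at EC20 final and 2 min further read for enhancement.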
a7 integrin act: activators of alpha7 integrin expression for muscular dystrophy; alpha7betagal myoblasts, beta-gal FDG fluorescence, 48 h; Potency, µM (doses to about 38.3 µM), inactives show at the highest dose activation, most hits filed as activators; AID 624291; 350,000 tested, 0.064% active;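 further: potency means the concentration at half of the fitted maximal effect; 100% = response of the positive control SU9516; nearly all actives have a fitted effect of over 60% in size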
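Alpha7betagal+/- myoblasts (passage 13) were plated 16-24 hr, then exposed to compounds (1:260 dilution of DMSO stock) for 48 hours at 37C. After MPER lysis, β-galactosidase reporter activity was read as FDG fluorescence (ex 480/em 540) after 30 minutes.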
Starred values were filed as active, the others as inactive; ? = inconclusive; . = no result given; & = joins results of further samples; [ ] = remark or other dose. Unless noted, the call rests on the fitted dose curve; in most records, active means well fitted curve in the direction sought with a large enough effect; inconclusive means small, poorly fitted or top-dose-only effect, or another doubt; inactive means no such curve, though single readings can be large; an effect the other way counts as inactive or inconclusive. Random draw from the library. Share with any hit: about 2%.

SMILES	MBNL1 CUG block	A-T KAP1 phos	KCNH2 WT inh	GALK inhibitor	ASM inhibitor	MLL CXXC-DNA inh	KCNH2 3.1 block	FBPA coupling cs	TRPV1 ag	a7 integrin act
C/C(N)=C(/C#N)C(=O)COC(=O)c1cccc(C)c1O	17%	-7%	-3	.	-1%	10%	6	2	23	1%
Cc1nn(CC(=O)Nc2ccccn2)c(C)c1[N+](=O)[O-]	-4%	-6%	-15	-1%	-1%	-5%	8	-1	-1	-26%
COCCCNC(=O)c1ccc2c(=O)n(CC3CCCO3)c(=S)[nH]c2c1 (configuration not stated)	8%	-6%	3	-4%	6%	1%	19	-2	1	-18%
COC(=O)c1ccc(NC(=S)NCCc2ccc(OC)cc2)cc1	5%	15%	-6	1%	-2%	6%	-2	-1	?	-16%
CCN(CC)CCNC(=O)c1ccc(Cl)c(S(=O)(=O)Nc2ccc(Cl)cc2)c1	-3%	4%	2&0	0%	3%&0%	6%	7&3	6	3	4%&-19%
O=C(COC(=O)CNC(=O)c1ccccc1)Nc1ccc(Cl)cn1	.	1%	-5	.	4%	.	5	.	.	19%
Cc1ccc(C(=O)NC(C(=O)OCc2cn3cc(Cl)ccc3n2)C(C)C)cc1 (configuration not stated)	.	-6%	-5	.	-2%	.	4	.	1	-11%
CC1(C)CC(c2nc(-c3ccccc3)cs2)CCS1 (configuration not stated)	-1%	19%	-6	-1%	5%	-1%	16	2	8	21%
O=S(=O)(NCCc1ccccc1)c1ccccc1	?	.	-40	-3%	-1%	-11%	-12	1	0	?
COc1ccc(C(=O)N2CCc3ccccc32)cc1	-7%	-3%	4	3%	0%	-1%	5	0	19	10%
CCCCNS(=O)(=O)c1ccc2nc(-c3cccnc3)cc(C(=O)NC3CC3)c2c1	13%	21%	-3	.	1%	1%	-5	2	-1	10%
O=C(CCc1ccccc1)Nc1nn[nH]n1	-15%	-4%	1	1%	2%	5%	-2	0	-2	7%
S=C(NCCCCNC(=S)NCc1ccccc1)NCc1ccccc1	0%	4%	2	-3%	3%	14%	17	-3	1	19%
C(=NOCc1ccccc1)c1cccnc1	.	.	5	.	2%	.	0	.	.	19%
O=C1CC(c2ccco2)=Nc2ccccc2N1	?	-1%	-22	0%	-3%	-10%	-5	-3	2	-5%
Cc1cc(-c2ccccc2)nc(N/N=C/c2ccccc2F)n1	10%	6%	2	-7%	-3%	10%	-8	0	?	41%
Cc1ccc(N2NC3(CCN(C(N)=O)CC3)NC2=O)cc1	0%	1%	5	0%	2%	8%	-12	1	2	-22%
Cc1ccc(-n2c(=O)c3sccc3n(CC(=O)NCc3ccco3)c2=O)cc1F	-15%	7%	-13	-6%	0%	28%	-5	2	.	-12%
Cc1ccccc1C(=O)c1c[nH]c(C(=O)N=CN(C)C)c1	-3%	-4%	7	-3%	-3%	20%	-8	1	0	-12%
Cc1nc(Cl)c(C(=O)NC(=O)Nc2cccc(C(F)(F)F)c2)c(C)c1[N+](=O)[O-]	-17%	4%	2	1%	-13%	16%	-2	-6	1	-29%

The list goes on; the last two above are carried over.
SMILES	MBNL1 CUG block	A-T KAP1 phos	KCNH2 WT inh	GALK inhibitor	ASM inhibitor	MLL CXXC-DNA inh	KCNH2 3.1 block	FBPA coupling cs	TRPV1 ag	a7 integrin act
Cc1ccccc1C(=O)c1c[nH]c(C(=O)N=CN(C)C)c1	-3%	-4%	7	-3%	-3%	20%	-8	1	0	-12%
Cc1nc(Cl)c(C(=O)NC(=O)Nc2cccc(C(F)(F)F)c2)c(C)c1[N+](=O)[O-]	-17%	4%	2	1%	-13%	16%	-2	-6	1	-29%
O=C(Oc1ccc(F)cc1)c1ccc2c(=O)n3c(nc2c1)CCC3	.	-2%	-4	.	3%	.	14	.	-1	-1%
CCOC(=O)C1=C(N)OC2=C(C(=O)CC(C)C2)C1c1cccnc1 (configuration not stated)	-9%	-8%	-1	.	4%	-1%	-1	-1	0	-30%
O=C(OCc1ccccc1F)c1cnc(Cl)c(Cl)c1	-6%	-7%	-11	10%	-3%	6%	-34	2	10	0%
C(=N\Nc1nccc(-c2cccnc2)n1)/c1ccccc1	22%	4%	-3	2%	-4%	-2%	-26	-1	-1	14%
C=CCn1c(SCc2cc(=O)n3ccsc3n2)nc2ccccc2c1=O	0%	12%	-13	8%	-2%	-21%	-6	1	0	?
CCN(CC(=O)NCc1cccs1)C(=O)c1ccc(NS(=O)(=O)c2cccc([N+](=O)[O-])c2)cc1	.	-4%	-1	.	0%	.	-4	.	-2	-17%
CCCCCc1ccc(-c2cn(Cc3ccc(C)cc3)nn2)cc1	-4%	?	4	.	-2%	5%	1	0	4	1%
O=C(CN(C(=O)CCC(=O)Nc1ccccn1)c1ccc2c(c1)OCO2)NCc1ccc(F)cc1	-1%	-7%	8	0%	-2%	5%	11	2	1	5%
CCOC(=O)c1c(NS(=O)(=O)Cc2ccccc2)sc2c1CCCC2	5%	.	-6	3%	-3%	-5%	9	11	0	9%
CCOC(=O)C1CCCN(C(=O)CCCn2nc(C)n3c(cc4sccc43)c2=O)C1 (configuration not stated)	18%	-8%	4	2%	3%	5%	9	1	0	2%
CC1CN(CCCOc2ccccc2[N+](=O)[O-])CC(C)O1 (configuration not stated)	22%	3%	-17	-1%	2%	3%	6	0	3	-16%
O=C(O)c1ccc(C2SCC(=O)N2Cc2ccccc2)cc1 (configuration not stated)	-1%	8%	-4	3%	-1%	-4%	-39	4	0	3%
COc1cc(C(=O)Nc2nc(-c3cccs3)cs2)cc(OC)c1OC	16%	-7%	1	0%	?	27%	20	6	0	-12%
Cc1nnc(NC(=O)CSc2nnc(CNC(=O)c3ccccc3)o2)s1	-3%	1%	-32	3%	2%	0%	9	0	-4	33%
COc1ccc(C2=CC(c3cccc(OC)c3)n3nnnc3N2)cc1 (configuration not stated)	4%	9%	-6	-1%	20%	-1%	11	1	-4	-3%
COc1cccc(C(C(=O)NC2CCCCC2)N(CC2CCCO2)C(=O)CNC(=O)c2ccco2)c1 (configuration not stated)	1%	.	7	0%	1%	3%	-5	1	1	9%
Cc1cccc(C)c1NC(=O)CNC(=O)C(NC(=O)c1ccc(C(C)(C)C)cc1)C(C)C (configuration not stated)	-22%	1%	5	2%	-4%	-8%	2	3	0	12%
Cc1onc(-c2ccccc2)c1C(=O)N1CCN(CCc2ccccc2)CC1	-5%	-4%	9	-3%	0%	-6%	-12	0	6	-11%
CC(c1ccccc1)C1CC(=O)N(C2CCCCC2)C1=O (configuration not stated)	6%	.	-2	4%	0%	-3%	-15	5	6	-3%
CCc1nnc(NC(=O)CS(=O)(=O)c2ccccc2)s1	-7%	8%	4	7%	6%	67%[activator]	1	-3	-1	-5%
CCCCn1c(CNC(=O)C(C)(C)C)nc2ccccc21	-2%	0%	-2	0%	1%	-3%	4	6	10	-3%
Cc1ccc(S(=O)(=O)NC(CC(C)C)C(=O)NCc2ccco2)cc1 (configuration not stated)	-7%	2%	15	-1%	-1%	3%	15	3	2	9%
CC(CC(=O)Nc1ccc(S(=O)(=O)N2CCOCC2)cc1)c1ccccc1 (configuration not stated)	-6%	8%	0	-3%	-3%	0%	8	-1	?	-11%
COc1cc(NC(=S)NC(=O)CCc2ccccc2)cc(OC)c1	-3%	-4%	5	8%	-7%	-7%	-13	.	-3	-12%
COc1ccc(C)cc1NC(=O)COCC(=O)O	-10%	2%	-6	0%	-2%	-8%	0	3	1	-12%
CCCN(C(=O)c1cc(S(=O)(=O)N2CCN(CC)CC2)ccc1Cl)C1CCS(=O)(=O)C1 (configuration not stated)	.	.	-10	.	8%	.	-1	.	.	25%
CC1Sc2ccc(S(=O)(=O)NCc3ccccc3)cc2NC1=O (configuration not stated)	-12%	26%	-9	0%	2%	20%	10	.	26	6%
COC(=O)c1ccc2c(c1)C(C)(C)C(/C=C/c1ccc(O)cc1)=[N+]2C	42%[activator]	-2%	-11	0%	-2%	26%	-9	-2	28	-64%[inhibitor]
COc1ccc(CCNS(=O)(=O)c2ccccc2)cc1OC	-6%	3%	2	0%	6%	-1%	-6	-1	-3	7%
Clc1ccc(OCc2nc(-c3ccccn3)n[nH]2)cc1	13%	9%	1	0%	3%	-13%	11	4	-1	-50%[inhibitor]
Cc1ccc(C(c2sc3ncnn3c2O)N2CC(C)CC(C)C2)cc1 (configuration not stated)	6%	-5%	1	-2%	5%	12%	7	3	4	3%
CCOc1ccc(N2CC(C(=O)N3CCc4ccccc43)CC2=O)cc1 (configuration not stated)	-5%	-4%	11	1%	-2%	-6%	-8	0	24	11%
CC(C)(C)OC(=O)C[C@@H]1C/C=C\C[C@@H](CC(=O)NCCO)C(=O)NC[C@H](c2ccccc2)OC1=O	.	5%	-4	.	2%	.	0	.	.	-7%
